PLK1 PBD block – PLK1 (human) polo-box domain binding inhibition; P53350; Plk1 PBD binding of FITC phosphopeptide, fluorescence polarization; Potency, µM, for the others: max response, negative = inhibition, usual class: inhibitors; 360,000 compounds, 2.8% hits; AID 720504; note: potency is the fitted concentration of half-maximal effect; series mostly up to about 57 µM; % is set by controls: 0 for no effect and ±100 for the full control effect; nearly all actives have a fitted effect of over 65% in size
EPAC1 antagonist – EPAC1 (human) antagonism; O95398; 360,000 compounds, 0.14% hits; Potency, µM (series often up to 115 µM), inactives show at the highest dose activity change, negative = inhibition, actives largely listed as inhibitors; EPAC1 GEF assay, Rap1b-BODIPY-GDP exchange fluorescence;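 note: potency is the fitted concentration of half-maximal effect; plate controls were vehicle for no effect and positive control for full effect; nearly all actives have a fitted effect of over 50% in size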
MmCpn inh – blocks the Methanococcus maripaludis chaperonin Mm-Cpn. purified Mm-Cpn ATPase, ADP Transcreener TR-FRET. Potency, µM (doses to about 76.9 µM), without a hit: at the top dose activity, negative = inhibition, most hits filed as inhibitors. 330,000 compounds, 0.031% hits; note: potency is the fitted concentration of half-maximal effect; % is set by controls: 0 for no effect and ±100 for the full control effect; nearly all actives have a fitted effect of over 80% in size
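TR-FRET (320 nm excitation; 590 and 665 nm emission) reports ADP made from 10 uM ATP by 25 nM enzyme; compounds were preincubated 10 min, reaction run 30 min, both at 37°C.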
PI5P4K alpha inh – inhibitors of human PI5P4K alpha; P48426; PI5P4Kalpha enzyme, ADP-Glo luminescence, 60 min; active compounds read low; max response, %; 330,000 compounds, 1.2% hits; active = max response of -50% or lower; inconclusive = between -30% and -50%; inactive = -30% or higher; note: value at the top dose of about 77 µM; % is set by controls: 0 for no effect and ±100 for the full control effect
Target sequence (P48426 whole entry, looked up): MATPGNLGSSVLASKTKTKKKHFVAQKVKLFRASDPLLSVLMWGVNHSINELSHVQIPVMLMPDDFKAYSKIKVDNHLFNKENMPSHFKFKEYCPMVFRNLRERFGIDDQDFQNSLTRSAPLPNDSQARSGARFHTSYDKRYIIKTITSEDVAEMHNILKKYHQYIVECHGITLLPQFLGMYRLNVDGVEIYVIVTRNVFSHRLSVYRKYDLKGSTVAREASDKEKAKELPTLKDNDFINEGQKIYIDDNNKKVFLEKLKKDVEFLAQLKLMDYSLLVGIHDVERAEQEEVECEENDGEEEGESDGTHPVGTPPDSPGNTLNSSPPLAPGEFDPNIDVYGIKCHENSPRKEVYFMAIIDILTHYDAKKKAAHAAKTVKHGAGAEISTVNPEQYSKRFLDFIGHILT
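Luminescence from ADP-Glo served as readout of PI5P4Kalpha activity in a qHTS format. Reaction: enzyme, substrate, compound, ATP at 5 microM final, 60 min at RT.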
EPAC1 agonist – EPAC1 (human) agonism. 360,000 compounds, 0.073% hits. AID 720707. O95398. Potency, µM (titrated, usually from 154 µM), for inactives: at the highest dose activation, hits mostly activators. EPAC1 agonist qHTS, biochemical assay; response scale: 100% = response to 6.5 mM cAMP; note: potency is the fitted concentration of half-maximal effect; nearly all actives have a fitted effect of over 60% in size
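EPAC1 100 nM, Rap1B–BODIPY-GDP 250 nM, unlabeled GDP 50 uM; compound titration; 5 min RT; kinetic read ex480/em540 at 5-min intervals ×30 min; data normalized to 6.5 mM cAMP agonist control.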
EPAC2 antag – blocks human EPAC2 exchange factor | Potency, µM (series often up to 114 µM), without a hit: at the top dose activity, negative = inhibition, most hits filed as inhibitors | Q8WZA2 | 360,000 compounds, 0.18% hits | EPAC2 GEF exchange of Rap1B-BODIPY-GDP, fluorescence; note: potency is the fitted concentration of half-maximal effect; % is set by controls: 0 for no effect and ±100 for the full control effect; nearly all actives have a fitted effect of over 45% in size; many of its hits are not listed in these tables
CCT chaperon mod – cytosolic chaperonin activity modulation; activity change, % (no concentration beside the values), hits read low; 360,000 compounds, 0.3% hits; purified chaperonin ATPase assay, HTRF ADP detection, 30 min; in the data active = activity change below about -30%; note: % is set by controls: 0 for no effect and ±100 for the full control effect
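ATPase activity: ADP formed was measured by HTRF Transcreener (665/615 nm ratio) after 30 min at 37 deg C with 10 uM ATP. Compounds screened at one 76 uM concentration against 40 or 20 nM TRiC in Tris pH 7.4/KCl/MgCl2/DTT buffer.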
WRN inhibitor – blocks human WRN helicase; Q14191; WRN helicase unwinding, fluorescent forked duplex, kinetic; Potency, µM (highest dose often 114 µM), for inactives: top-dose activity change, negative = inhibition, usual class: inhibitors; 360,000 compounds, 0.46% hits; AID 651768; note: potency is the fitted concentration of half-maximal effect; % is set by controls: 0 for no effect and ±100 for the full control effect; nearly all actives have a fitted effect of over 55% in size
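Kinetic fluorescence helicase assay: unwinding of a quenched forked DNA duplex (100 nM final) with 2 mM ATP final raises red fluorescence (525/598 nm). Compounds sat 15 min at room temperature with 20 nM WRN beforehand.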
* marks the source's active call; other numbers are inactive results; ? = inconclusive; nt = not tested or not shown; [ ] = another dose, or the depositor's remark. Unless noted, calls come from the whole dose curve; as a rule, active = well fitted curve in the direction sought with a large enough effect; inconclusive = small, poorly fitted or top-dose-only effect, or another doubt; inactive = no such curve, though single readings can be large; an effect the other way counts as inactive or inconclusive. These rows are one share of the data, so the mix of outcomes need not match the whole.

item	mol	PLK1 PBD block	WRN inhibitor	EPAC1 agonist	PI5P4K alpha inh	EPAC1 antagonist	CCT chaperon mod	EPAC2 antag	MmCpn inh
1	Cc1ccc(S(=O)(=O)N2CCOCC2)cc1C(=O)NC1CCN(Cc2ccccc2)CC1	-12.9%	8.9%	8.4%	-1.3	-26.5%	-0.6	9.0%	nt
2	Cn1c(SCc2cccc(Br)c2)nnc1-c1ccncc1	-6.5%	-0.3%	-0.4%	0.3	-10.0%	0.9	5.9%	-1.0%
3	CCc1ccc(S(=O)(=O)NCc2cn3ccsc3n2)s1	-2.2%	-0.7%	2.1%	nt	1.1%	-0.2	5.5%	-1.8%
4	CCN1C(=O)c2cccc3c(S(=O)(=O)N(C(=O)c4ccncc4)c4ccc(OC)cc4)ccc1c23	-10.9%	-1.6%	7.2%	0.9	-8.4%	-1.2	-3.7%	0.0%
5	CCc1ccc(OCC(=O)Nc2cccc3nsnc23)cc1	-7.0%	-8.9%	3.4%	2.7	-1.8%	-1.9	-2.5%	-3.3%
6	Cc1onc(-c2ccccc2)c1C(=O)Nc1c(C)n(C)n(-c2ccccc2)c1=O	-5.9%	4.6%	-1.2%	2.1	3.4%	-2.0	5.1%	0.7%
7	CSc1ccccc1NC(=O)CSc1n[nH]c(N)n1	-3.3%	-1.3%	-0.6%	-6.1	8.0%	0.2	-3.4%	0.5%
8	O=C(CC1(O)C(=O)N(Cc2cccc3ccccc23)c2ccccc21)c1cccnc1 (stereo not given)	-10.9%	-6.4%	22.0%	nt	-5.0%	-2.3	-7.0%	0.6%
9	CN(C)C(=S)NC(=NCc1ccc([N+](=O)[O-])cc1)c1ccccc1	-14.4%	-14.4%	-8.3%	-6.3	1.4%	-1.3	9.7%	0.9%
10	C=CC[C@H](CC(=O)N(CCO)Cc1ccccc1)C(=O)N[C@@H](C)COC(=O)[C@@H](CC=C)Cc1ccc(F)cc1	-2.0%	3.7%	-11.2%	-7.5	4.6%	-1.1	-10.6%	2.1%
11	CC1CCN(C(=O)c2cccc(S(=O)(=O)N3CCCCC3)c2)CC1	-2.4%	5.0%	-10.2%	nt	-1.0%	-1.4	13.9%	0.1%
12	COc1cc(CNC23CC4CC(CC(C4)C2)C3)ccc1OCc1ccccc1	5.6%	4.0%	0.4%	1.8	-0.2%	-8.3	2.1%	0.0%
13	CCCc1nc(SC2CCCC2)c2c(=O)n(C)c(=O)n(C)c2n1	-10.9%	4.1%	2.9%	-0.4	7.1%	-0.8	?	0.8%
14	CCN1CCCC1CNC(=O)c1ccccc1Cl (stereo not given)	-5.9%	-5.8%	0.1%	4.9	-11.3%	-1.4	-10.0%	1.3%
15	Cc1cc(C)nc(/N=C(/NC(=O)Nc2cccc(Cl)c2)Nc2ccccc2)n1	3.3%	-6.6%	4.1%	nt	-1.5%	-2.6	-0.7%	-3.1%
16	CCCCn1c(N)c(N(CC(C)C)C(=O)C2CCN(S(=O)(=O)c3ccc(C)c(C)c3)CC2)c(=O)[nH]c1=O	-12.5%	7.0%	-10.9%	-3.0	50.1µM*	-1.4	28.8%	0.5%

Ten entries from above in a different format.
The line under a structure holds: PLK1 PBD block, WRN inhibitor, EPAC1 agonist, PI5P4K alpha inh, EPAC1 antagonist, CCT chaperon mod, EPAC2 antag, MmCpn inh
1	Cc1ccc(S(=O)(=O)N2CCOCC2)cc1C(=O)NC1CCN(Cc2ccccc2)CC1
→ -12.9%, 8.9%, 8.4%, -1.3, -26.5%, -0.6, 9.0%, nt
2	Cn1c(SCc2cccc(Br)c2)nnc1-c1ccncc1
→ -6.5%, -0.3%, -0.4%, 0.3, -10.0%, 0.9, 5.9%, -1.0%
3	CCc1ccc(S(=O)(=O)NCc2cn3ccsc3n2)s1
→ -2.2%, -0.7%, 2.1%, nt, 1.1%, -0.2, 5.5%, -1.8%
4	CCN1C(=O)c2cccc3c(S(=O)(=O)N(C(=O)c4ccncc4)c4ccc(OC)cc4)ccc1c23
→ -10.9%, -1.6%, 7.2%, 0.9, -8.4%, -1.2, -3.7%, 0.0%
5	CCc1ccc(OCC(=O)Nc2cccc3nsnc23)cc1
→ -7.0%, -8.9%, 3.4%, 2.7, -1.8%, -1.9, -2.5%, -3.3%
6	Cc1onc(-c2ccccc2)c1C(=O)Nc1c(C)n(C)n(-c2ccccc2)c1=O
→ -5.9%, 4.6%, -1.2%, 2.1, 3.4%, -2.0, 5.1%, 0.7%
7	CSc1ccccc1NC(=O)CSc1n[nH]c(N)n1
→ -3.3%, -1.3%, -0.6%, -6.1, 8.0%, 0.2, -3.4%, 0.5%
8	O=C(CC1(O)C(=O)N(Cc2cccc3ccccc23)c2ccccc21)c1cccnc1 (stereo not given)
→ -10.9%, -6.4%, 22.0%, nt, -5.0%, -2.3, -7.0%, 0.6%
9	CN(C)C(=S)NC(=NCc1ccc([N+](=O)[O-])cc1)c1ccccc1
→ -14.4%, -14.4%, -8.3%, -6.3, 1.4%, -1.3, 9.7%, 0.9%
10	C=CC[C@H](CC(=O)N(CCO)Cc1ccccc1)C(=O)N[C@@H](C)COC(=O)[C@@H](CC=C)Cc1ccc(F)cc1
→ -2.0%, 3.7%, -11.2%, -7.5, 4.6%, -1.1, -10.6%, 2.1%

Other results follow:
item	mol	PLK1 PBD block	WRN inhibitor	EPAC1 agonist	PI5P4K alpha inh	EPAC1 antagonist	CCT chaperon mod	EPAC2 antag	MmCpn inh
17	Cc1ccc(S(=O)(=O)N2C3CCCCC3O[C@H]2CC(=O)c2cccs2)cc1 (stereo not given in full)	5.4%	-8.3%	6.4%	7.0	-16.9%	nt	-14.0%	nt
18	Cc1ccc(C)c(C(=O)OCC(=O)NC(=O)NCc2ccccc2)c1	5.5%	11.7%	-11.9%	-4.0	13.4%	1.7	4.0%	nt
19	Cc1cc(C)n(CCNC(=O)CC2C(=O)NCCN2CC2CCCCC2)n1 (stereo not given)	-2.1%	0.2%	2.8%	3.4	8.2%	0.9	-0.6%	1.4%
20	COc1cccc(NC(=O)CCC2CCN(C(=O)C(OC)c3ccccc3)CC2)c1 (stereo not given)	6.4%	-1.4%	-7.6%	0.5	9.1%	1.3	3.2%	nt
21	COc1ccccc1OCc1ccc(C(=O)OCC2CCCO2)o1 (stereo not given)	-4.5%	-2.8%	-4.1%	-6.0	-7.9%	-3.0	-2.5%	-4.4%
22	CC(=O)c1ccc(N2CCCCC2)c(F)c1	-4.5%	-2.1%	-1.1%	2.1	-23.5%	0.1	-0.2%	?
23	COCCNCC1C(Oc2ccc(Cl)cc2)C(=O)N1c1ccccc1C (stereo not given)	-13.4%	-18.9%[57.1 µM]	6.5%	9.5	?	0.7	-3.1%	2.0%
24	C=CCc1c(C)nc(-c2ccccc2)nc1N/N=C/c1ccccc1	-8.3%	-2.1%	16.0%	3.7	-11.3%	-2.6	-7.0%[57.1 µM]	-0.7%
25	CCOC(=O)c1cc2c(s1)-c1c(C)cccc1OC2	-14.4%	-1.5%	-0.8%	26.7	-2.7%	-3.3	-3.6%	-1.1%
26	COc1cc(NC(=O)CCS(=O)(=O)c2ccc3nc(C)sc3c2)cc(OC)c1OC	-18.7%	5.0%	-2.0%	1.6	-1.3%	-3.6	2.8%	?

Laid out differently: results already given.
Each structure is followed by: PLK1 PBD block, WRN inhibitor, EPAC1 agonist, PI5P4K alpha inh, EPAC1 antagonist, CCT chaperon mod, EPAC2 antag, MmCpn inh
(25) CCOC(=O)c1cc2c(s1)-c1c(C)cccc1OC2
  -14.4%, -1.5%, -0.8%, 26.7, -2.7%, -3.3, -3.6%, -1.1%
(26) COc1cc(NC(=O)CCS(=O)(=O)c2ccc3nc(C)sc3c2)cc(OC)c1OC
  -18.7%, 5.0%, -2.0%, 1.6, -1.3%, -3.6, 2.8%, ?

Bioassay records (PubChem BioAssay)
